Bioassay records (PubChem)
H1N1 NS1A inhibition: H1N1 influenza NS1A inhibitors, functional cell based assay (AID 504329); NS1A functional cell-based assay, percent inhibition; higher % means a stronger effect; hit rate 0.3% among 340,000; one-dose inhibition, % at 12.5 µM; IC50 in µM for titrated hits; in the data active means a potency from the dose series; inconclusive means inhibition above about 27% without an active follow-up result; further: strong numbers were not always called active
PhoP GFP inhibition: PhoP regulon inhibitors, Salmonella typhi PhoP promoter GFP reporter, confirmatory (AID 1850); Salmonella Typhi PhoP-promoter GFP reporter, fluorescence, 4 h; higher % means a stronger effect; one-dose inhibition, % at 50 µM; IC50 in µM for titrated hits; hit rate 0.33% among 310,000; in the data active means a potency from the dose series; inconclusive means inhibition mostly from about 25% at the one dose, without a potency; inactive means the rest, 99 in 100 with inhibition below about 19%;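 further: 0% = induced wells with vehicle and 100% = uninduced wells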
tuberculosis growth: growth inhibition of non-replicating M. tuberculosis (AID 488890); Mycobacterium tuberculosis non-replicating, growth inhibition; higher % means a stronger effect; inhibition, % at 25 µM, or IC50 in µM where a hit was titrated; hit rate 0.39% among 320,000; in the data active means a potency from the dose series; inconclusive means inhibition mostly from about 82% at the one dose, without a potency; inactive means the rest, 99 in 100 with inhibition below about 76%;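 further: plate controls were DMSO cells for no effect and high antibiotic wells for full effect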
M. tuberculosis HTS: M. tuberculosis growth inhibition, HTS (AID 449762); M. tuberculosis H37Rv growth inhibition, 7H9 media; higher % means a stronger effect; one-dose inhibition, % at 25 µM; IC50 in µM for titrated hits; hit rate 0.59% among 330,000; in the data active means a potency from the dose series; inconclusive means inhibition above about 70% without an active follow-up result;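 further: bacterial growth assessed after seven days of incubation; strong numbers were not always called active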
VEEV TC-83 Vero: inhibitors of VEEV TC-83 cytopathic effect, confirmation, Vero cells (AID 588727). Vero cells, VEEV TC-83 cytopathic effect inhibition; higher % means a stronger effect. hit rate 0.13% among 350,000. inhibition, % at 20 µM, or IC50 in µM where a hit was titrated; in the data active means a potency from the dose series; inconclusive means inhibition mostly from about 14% at the one dose, without a potency; inactive means the rest, 99 in 100 with inhibition below about 12%; further: strong numbers were not always called active
Starred values were filed as active, the others as inactive; i = inactive; ? = inconclusive; · = not tested or not shown.

SMILES	H1N1 NS1A inhibition	PhoP GFP inhibition	tuberculosis growth	M. tuberculosis HTS	VEEV TC-83 Vero
Cc1nnc(NC(=O)C(C)Oc2ccc3c(C)cc(=O)oc3c2)s1 (stereo unspecified)	-6%	-7%	-32%	0%	1.2%
CN(C)c1nc(OCCNC(=O)Nc2ccccc2)nc(N2CCOCC2)n1	-6%	·	·	·	0.3%
Cc1coc(C)c1C(=O)CC1(O)C(=O)N(Cc2ccccc2)c2ccccc21 (stereo unspecified)	11%	-6%	-2%	-14%	2.9%
O=C(O)c1ccc(NS(=O)(=O)/C=C/c2ccccc2)cc1	-6%	-8%	·	15%	0.7%
CC(C)(C)C(=O)Nc1nc(NC(=O)C(C)(C)C)nc(-c2ccccc2Cl)n1	·	12%	15%	5%	1.7%
O=C(c1ccc(Cl)cc1)N1CCN(c2ncccn2)CC1	-25%	9%	5%	0%	i
CCCN(C(=O)c1ccco1)c1nnc(-c2cccc(C)c2)s1	8%	-15%	37%	3%	2.8%
CC1CCN(CCCCOc2ccccc2F)CC1	-4%	1%	2%	-1%	i
COc1ccc(-c2nsc(SCC(=O)NCC3CCCO3)n2)cc1 (stereo unspecified)	-7%	1%	?	?	3.2%
OCC[C@H]1C[C@H](O)[C@@H](O)[C@]2(CCCO2)O1	2%	0%	-8%	-6%	i
O=C(NN1C(=O)/C(=C/c2ccc(O)c(O)c2)SC1=S)c1ccccc1	23%	5%	28%	4%	6.2%
Cc1ccc(-n2ncc3c2CCCC3NC(=O)c2csnn2)cc1C (stereo unspecified)	-5%	-2%	18%	6%	3.8%
Cc1cc(C)cc(COc2ccc3c(C)c(CC(=O)O)c(=O)oc3c2C)c1	-9%	7%	12%	-3%	1.1%
O=C1CCCC(O)=C1C=Nc1ccc(O)cc1	-2%	1%	17%	-8%	0.6%
CCC1CCCCN1S(=O)(=O)c1ccc(NC(=O)C2CCCO2)cc1 (stereo unspecified)	-3%	-3%	-2%	1%	1.9%
CCCOc1ccc(/C=C2\SC(N)=NC2=O)cc1OC	-16%	5%	62%	12%	2.0%
COc1ccc(NC(=O)c2ccc(NC(=O)C(C)C)cc2)c([N+](=O)[O-])c1	-5%	-8%	13%	8%	0.4%
O=C(NC1CCSc2ccccc21)c1ccccc1Cl (stereo unspecified)	-10%	-6%	11%	43%	1.7%
CN(Cc1ccccc1)c1ccc(N2C(=O)CCCC2=O)cc1[N+](=O)[O-]	8%	3%	-8%	-3%	0.7%
CN(Cc1cccc(F)c1)C(=O)CNS(=O)(=O)c1ccc2ccccc2c1	4%	12%	-4%	0%	i
CC(O)CNc1ccc([N+](=O)[O-])c2cccnc12 (stereo unspecified)	7%	-3%	4%	1%	2.2%
C[C@H]1CC[C@]2(O[C@@H](CCO)C[C@@H](O)[C@@H]2O)O1	-13%	-17%	-6%	-7%	0.1%
COc1ccccc1OCCn1c(=O)oc2ccc(C)cc21	-17%	18%	30%	3%	0.5%
COc1ccc(-c2nc(N)ncc2-c2csc(C)n2)c(O)c1OC	3%	-7%	-16%	-10%	1.9%
O=S(=O)(NC12CC3CC(CC(C3)C1)C2)c1ccc(F)cc1	19%	-3%	31%	-1%	i
Cn1c(=S)sc2ccc3ccccc3c21	-8%	·	·	·	2.9%
COc1cc(-c2ccc3oc(-c4ccsc4)cc(=O)c3c2)cc(OC)c1OC	-22%	·	72%	2.1µM*	7.8%
Cc1ccc(S(=O)(=O)NCc2cc(=O)n(C)c(=O)n2C)cc1C	3%	0%	-5%	-6%	0.6%
CCN1CCN(c2ccc(N=Cc3ccc(O)cc3O)cc2)CC1	0%	13%	-21%	-1%	0.2%
CCc1ccc2[nH]c3nc(C)cc(C)c3c(=O)c2c1	-6%	1%	-1%	3%	1.2%
Cc1ccnc(SCCn2c(N3CCN(C)CC3)nc3c2c(=O)n(C)c(=O)n3C)n1	-1%	4%	-10%	-10%	3.8%
COCCNC(=O)C(c1ccc(C)cc1)N(Cc1ccco1)C(=O)CCC(=O)Nc1ccccn1 (stereo unspecified)	-5%	-7%	-17%	-9%	1.5%
O=C(Nc1ccc(F)cc1)c1ccc(CN2CCc3ccccc3C2)cc1	-1%	-1%	-4%	4%	i
CCOc1ccc(NC(=O)NCc2cccn2C)cc1	5%	5%	-4%	2%	i
O=C(CCCCl)NC1=NN(c2ccccc2)C(=O)C1	-40%	12%	25%	-4%	0.3%
O=C(NCCCN1CCCC1=O)Nc1ccc(Cl)cc1Cl	-7%	-2%	-4%	-8%	3.3%
CC1CSc2ccccc2NC1=S (stereo unspecified)	1%	-5%	57%	2%	0.6%
C=CCn1c(=O)c2ccccc2n2nnc(C(=O)OCC)c12	·	1%	-18%	3%	i
COc1ccc(Cl)c2sc(N(CCN(C)C)C(=O)CCS(=O)(=O)c3ccc(C)cc3)nc12	-6%	6%	26%	-6%	1.1%
O=C1c2ccccc2NC2CCCCCN12 (stereo unspecified)	0%	-1%	3%	4%	0.5%
O=C(O)C1C2C=CC(O2)C1C(=O)Nc1ccc(S(=O)(=O)Nc2ccccc2)cc1 (stereo unspecified)	5%	-2%	2%	-5%	i
COC(=O)c1cccc(CSc2nnc(-c3ccco3)n2-c2ccccc2)c1	-5%	-1%	24%	8%	7.3%
O=[N+]([O-])c1cccc(S(=O)(=O)NCCc2ccccc2)c1	-8%	3%	5%	-1%	2.5%
CCc1sc(N(C(=O)Cc2ccccc2)c2cccc(F)c2)nc1-c1ccc(C)cc1	0%	-8%	-15%	-1%	3.5%
Cn1nc(C(=O)NCCCN2CCCCC2)c2c1-c1ccccc1SC2	0%	-11%	6%	4%	3.9%
CC(=O)OCC(CCn1cnc2cnc(N)nc21)COC(C)=O	·	-1%	-13%	0%	·
COc1ccc(CCN(Cc2cc3cc(C)cc(C)c3nc2Cl)C(=O)C2CC2)cc1	-10%	-11%	-15%	-1%	i
COc1cccc(OCCN2CCN(c3ncnc4c3cnn4-c3ccccc3)CC2)c1	1%	-5%	76%	?	i
Cc1cccc([C@@H]2[C@@H]3C(=O)N(Cc4ccccc4)C(=O)[C@@H]3[C@]3(Cc4ccc(Cl)cc4)C(=O)N(c4cccc(Br)c4)C(=O)N23)c1	-4%	1%	19%	-2%	0.0%
COc1ccc(OC)c(C2=Nn3c(nnc3-c3cc(OC)c(OC)c(OC)c3)SC2)c1	0%	-9%	19%	1%	0.9%

Next records
SMILES	H1N1 NS1A inhibition	PhoP GFP inhibition	tuberculosis growth	M. tuberculosis HTS	VEEV TC-83 Vero
Cc1ccccc1-n1ncc2c1CC(C)(C)CC2NC(=O)C1=CC(=O)CC(C)(C)O1 (stereo unspecified)	-9%	-5%	28%	-13%	4.1%
CCCCn1c(N)c(N(CCC(C)C)C(=O)c2cc(-c3ccco3)nc3ccccc23)c(=O)[nH]c1=O	-2%	-7%	54%	-1%	2.2%
CN(Cc1ccccc1)C(=O)c1cccc(NC(=O)Cc2ccc(NC(=O)C3CCN(C(=O)C4CC4)CC3)cc2)c1	-11%	·	·	·	1.6%
Cc1cccc(NC(=O)c2ccc(C(=O)c3ccccc3)o2)c1	-1%	-1%	?	-1%	1.5%
O=C(CCc1nnc2ccc(NCc3ccco3)nn12)Nc1ccccc1F	3%	-13%	-2%	11%	2.9%
Cc1ccc(C)c2[nH]c(=O)c(CCNC(=O)c3ccc(S(=O)(=O)N(C)C)cc3)cc12	4%	-7%	·	-7%	8.4%
Cc1nnsc1NC(=O)OCc1ccc(Cl)cc1Cl	-1%	-10%	61%	-1%	1.7%
Cc1ccc(CC2SC(N)=NC2=O)cc1 (stereo unspecified)	-2%	-4%	-13%	-3%	i
CCOC(=O)Cc1csc(NC(=O)Cn2cnc3c2c(=O)n(C)c(=O)n3C)n1	0%	9%	-4%	-7%	1.9%
O=C(COC(=O)Cn1[nH]c(=O)c2ccccc2c1=O)NNC(=O)c1ccccc1	-2%	·	-6%	-7%	1.8%
O=C(Nc1nc2c(s1)CN(Cc1ccccc1)CC2)C1CCCC1	8%	4%	51%	5%	4.0%
O=C1C(c2ccccc2)c2ccccc2N1Cc1ccccc1 (stereo unspecified)	-21%	·	·	·	0.9%
O=C(c1cccc(NS(=O)(=O)c2ccccc2)c1)N1CCCC1	4%	-7%	-1%	-10%	0.9%
CN1CCN(CCCCOc2ccccc2C=O)CC1	13%	18%	75%	?	0.3%
CCOc1ccccc1NC(=O)COC(=O)c1ccccc1SCC(=O)N1CCCC1	-11%	-5%	6%	-2%	11%
Cc1ccc(SCCN2CCC(C(C)(C)C)CCC2=O)cc1 (stereo unspecified)	14%	9%	13%	-3%	i
COc1ccc(CCC(C)NC2CCCCCCC2)cc1 (stereo unspecified)	2%	-10%	29%	1%	0.6%
COc1ccc(Nc2c3c(nc4ccccc24)CCC3)cc1	-2%	75µM*	36%	11%	0.2%
COC(=O)c1ccc(COc2cc(C)cc3oc(=O)c4c(c23)CCCC4)o1	-5%	21%	-8%	5%	i
COc1cc(/C=N/NC(=O)c2ccccn2)ccc1OC(=O)c1ccc(Br)cc1	-6%	-8%	?	?	1.6%

The order is random, and some 1.5% of all compounds hit somewhere here.
